OX1R antag: blocks the human orexin 1 receptor; O43613; OX1R-expressing cells, FRET antagonist read-out; inhibition, % at 6.6 µM; actives 1.8% (n = 330,000); AID 485270; in the data active means inhibition mostly above about 38%, no sharp cut-off; inactive means mostly below about 40%;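 further: 0% = agonist challenge alone and 100% = reference antagonist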
Target sequence (O43613 whole entry, looked up): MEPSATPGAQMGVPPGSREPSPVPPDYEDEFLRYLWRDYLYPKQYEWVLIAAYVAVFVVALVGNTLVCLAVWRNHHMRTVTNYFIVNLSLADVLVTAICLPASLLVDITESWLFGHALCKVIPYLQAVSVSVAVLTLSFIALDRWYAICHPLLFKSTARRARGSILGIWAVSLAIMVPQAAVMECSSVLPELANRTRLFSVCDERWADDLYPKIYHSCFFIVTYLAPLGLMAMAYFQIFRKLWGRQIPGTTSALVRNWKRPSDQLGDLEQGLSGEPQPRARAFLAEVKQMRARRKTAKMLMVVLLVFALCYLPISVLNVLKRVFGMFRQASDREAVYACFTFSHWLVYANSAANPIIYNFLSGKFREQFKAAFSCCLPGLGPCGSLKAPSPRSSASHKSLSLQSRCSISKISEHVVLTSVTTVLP
STK33 inh: blocks human STK33 kinase activity. purified STK33, MBP phosphorylation, ADP-Glo luminescence. inhibition, % at 10 µM. actives 0.073% (n = 320,000);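 active means inhibition at or above 25%, using the most active replicate where run in duplicate; inactive means inhibition below 25%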
Target sequence (Q9BYT3 whole entry, looked up): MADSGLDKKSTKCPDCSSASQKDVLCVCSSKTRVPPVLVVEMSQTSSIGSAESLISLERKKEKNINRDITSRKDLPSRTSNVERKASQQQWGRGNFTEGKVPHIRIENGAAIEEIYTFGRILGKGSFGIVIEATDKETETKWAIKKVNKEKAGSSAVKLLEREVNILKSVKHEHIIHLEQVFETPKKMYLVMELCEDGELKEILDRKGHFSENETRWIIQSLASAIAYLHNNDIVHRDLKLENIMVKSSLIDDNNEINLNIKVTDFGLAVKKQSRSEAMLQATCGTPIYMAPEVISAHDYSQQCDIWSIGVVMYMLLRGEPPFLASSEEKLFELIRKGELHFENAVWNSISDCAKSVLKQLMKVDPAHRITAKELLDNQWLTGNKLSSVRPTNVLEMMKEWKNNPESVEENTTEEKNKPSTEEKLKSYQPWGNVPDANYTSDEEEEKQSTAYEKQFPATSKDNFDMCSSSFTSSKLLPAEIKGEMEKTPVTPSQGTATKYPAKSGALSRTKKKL
Starred values were filed as active, the others as inactive; / = not tested or not shown. Not a hit list; overall some 1.8% were active at least once.

OX1R antag	STK33 inh	Compound
14.4	-0.3	O=C(c1ccccc1)N1CCN(C(=O)c2cc3ccccc3oc2=O)CC1
18.4	-2.2	Cn1c(CCCNC(=O)c2ccccc2)nc2ccccc21
17.9	-0.5	O=C1CSC(=O)N1CC(O)COc1ccc(Cl)cc1 (configuration not stated)
0.9	-0.1	COc1ccc2c(c1)c(=O)c(C(=O)c1ccc(C)cc1)cn2CC(=O)Nc1ccc(F)cc1
12.9	-0.4	COc1ccc(CC(=O)Oc2ccc(C(C)(C)C)cc2)cc1S(=O)(=O)N1CCOCC1
11.4	0.2	CN1CCc2c(sc3nc(NN)n(Cc4ccccc4)c(=O)c23)C1
4.3	-2.2	COc1ccc(-c2nnc(NC(=O)C(C)C)s2)c(OC)c1
-4.0	0.1	CC(OC(=O)c1ccc(Cl)nc1)C(=O)NC1CCCC1 (configuration not stated)

Other compounds
OX1R antag	STK33 inh	Compound
9.5	0.5	CN(C)c1ccc(/C=N/NC(=O)c2ccn(C)n2)cc1
13.6	-2.2	CCC(=O)Nc1ccc(N2CCN(Cc3ccccc3F)CC2)cc1
21.9	-2.1	Cc1ccc(C(NC(=O)NN2CCN(C)CC2)C(Cl)Cl)cc1F (configuration not stated)
15.4	3.0	O=C(COc1cccc2c1CCN(Cc1ccccc1)C2=O)NCc1ccco1
7.1	-1.4	O=C(Cn1c2c(c(=O)n3ncnc13)CCC2)N/N=C/c1cccs1
9.6	0.5	Cc1ccccc1OCCOCCN1CCCCCC1
7.2	3.3	Fc1ccc(Cc2nnc(-c3cccs3)o2)cc1
15.5	-0.5	O=C1CC(N2CCN(c3ccccc3)CC2)C(=O)N1Cc1ccc(Cl)cc1 (configuration not stated)

Further structures.
OX1R antag	STK33 inh	Compound
-9.9	-0.2	CCOc1ccc(NC(=O)c2ccc(CN3CCc4ccccc4C3)cc2)cc1
6.0	-0.2	C/C(CC1CC(C)(C)OC1=O)=N/Nc1nc(-c2ccccc2)cs1 (configuration not stated)
23.5	-1.2	CC(C)NS(=O)(=O)c1ccc(OCC(=O)NC(C)c2ccccc2)cc1 (configuration not stated)
16.7	-0.6	O=S(=O)(NCCN1CCOCC1)c1cccs1
2.3	-1.3	Cc1ccc(C#N)c(SCc2cc3c(cc2Cl)OCO3)n1
6.3	1.0	Cc1csc(C(C#N)C(=O)c2ccc(S(=O)(=O)N3CCCC3)cc2)n1 (configuration not stated)
53.3*	10.2	O=C(Nc1ccccc1C(=O)N1CCCCCC1)c1cccc([N+](=O)[O-])c1
8.1	-0.3	O=C(CSC(=S)N1CCOCC1)c1cc2ccccc2oc1=O

More compounds:
OX1R antag	STK33 inh	Compound
21.6	0.0	N#CCSc1nc2ccccc2c2nc3ccccc3n12
14.1	/	Cc1nc2nc(-c3cccnc3)nn2c(C)c1Cl
16.4	-0.6	NC(=O)C1CCN(c2ncnc3c(-c4ccccc4)nsc23)CC1
30.2	-1.5	COc1ccc(NC(=O)CN(c2ccccc2)S(=O)(=O)c2ccccc2)c(OC)c1
27.2	-0.3	COc1ccc(CN(C)CC(=O)Nc2sc3c(c2C#N)CCC3)cc1OC
20.8	-1.4	COc1ccc(Cl)cc1NC(=O)C/C(C)=N/NC(=O)Cc1ccccc1
19.5	7.9	Cc1ccc(S(=O)(=O)N(C)CC(=O)NNC(=O)Cc2ccccc2F)cc1
10.4	-0.9	Cc1ccc(Nc2nc(N)c([N+](=O)[O-])c(N3CCC(C)CC3)n2)cc1C

(listing goes on)
OX1R antag	STK33 inh	Compound
5.7	-1.5	CN(C)C(=O)CCN1CCOCC1
4.6	-0.2	CCOC(=O)C1=C(C)NC2=C(C(=O)C(C(=O)OC)C(C)C2)C1c1ccc(OC)c(O)c1 (configuration not stated)
86.5*	-1.6	C[C@@H](NC(=O)C1(c2ccccc2)CCN(C(=O)OC(C)(C)C)CC1)C(=O)N[C@@H](C(=O)O)c1ccccc1
13.3	-1.0	COc1ccccc1NC(=O)N1CCCC1C(=O)Nc1nnc(C(C)C)s1 (configuration not stated)
9.5	0.1	C/C(=N\NC(N)=O)c1ccc(Cl)s1
10.0	8.0	CCN1CCCC1CNC(=O)c1ccc2c(c1)NC(=O)/C(=C\c1ccc(OC)c(OC)c1)S2 (configuration not stated)
6.2	-0.6	CCOc1ccc(OCC)c(NC(=O)CN2CCN(c3cc(C)ccc3C)CC2)c1
6.0	-0.1	O=C(COC(=O)c1cncc(Br)c1)NCc1ccc2c(c1)OCO2

(further entries)
OX1R antag	STK33 inh	Compound
12.1	-0.1	Cc1ccc2cc(COC(=O)c3ccncc3)c(=O)[nH]c2c1
-2.2	1.7	O=C(Nc1nnc(-c2ccccc2Cl)o1)c1cccnc1
16.6	-0.2	CNC(=S)N1CCN(C(=O)C2CCCO2)CC1 (configuration not stated)
18.2	0.1	Cc1cc(C)n2c(SCCO)nnc2n1
21.9	-3.8	Cc1ccc(O)c(C(CC(=O)NC(C)C)c2ccccc2)c1 (configuration not stated)
12.4	-0.7	O=C1CN(C(=O)/C=C/c2ccc(Cl)cc2Cl)CCN1
19.6	-0.1	CCOC(=O)c1sc(C)c2c(=O)n(CC(=O)c3ccc(Br)cc3)nnc12
10.2	0.4	CC(=O)N/C(=C/c1ccccc1)C(=O)NC(Cc1ccccc1)C(=O)O (configuration not stated)

(further entries)
OX1R antag	STK33 inh	Compound
17.3	0.0	COC(=O)c1c(NC(=O)COC(=O)CC(NC(C)=O)c2ccccc2)sc(C)c1C (configuration not stated)
17.0	-1.4	CC1CCN(C(=S)c2ccc(-c3ccc(Cl)cc3Cl)o2)CC1
13.0	-1.7	COc1cc(C)c(NC(=S)Nc2ccc(C)c(Cl)c2)cc1OC
18.3	0.3	O=C(Cc1nn[nH]n1)NCc1ccccc1Cl
0.3	-1.3	O=C1CC(N2CCN(S(=O)(=O)c3ccccc3F)CC2)C(=O)N1c1ccc(F)cc1F (configuration not stated)
26.3	-1.5	COc1ccc(NC(=S)NNC(=O)c2cccnc2)cc1OC
23.1	0.3	Cc1cc(C)n(-c2ccc(C(=O)Nc3sccc3C(N)=O)cc2)n1
42.0	-1.4	CC(=O)Nc1ccc(-c2csc(Nc3cc(C)ccn3)n2)cc1

(next part)
OX1R antag	STK33 inh	Compound
6.0	-0.1	COCCn1c(CN2CCN(c3cccc(Cl)c3)CC2)nc2c1c(=O)n(C)c(=O)n2C
10.9	0.4	COc1ccc(C(=O)Nc2ccc(-c3nnn(CC(=O)NCc4ccco4)n3)cc2)cc1
-8.5	-0.9	CN(C)c1cccc(NC(=O)c2cccc3ccccc23)c1
13.2	-0.5	COc1ccccc1CNC(=O)C1CC(c2ccccc2[N+](=O)[O-])=NO1 (configuration not stated)
8.7	-2.2	CCOc1ccc(-c2nnc3sc(COc4ccccc4)nn23)cc1
9.6	0.2	Cc1cccc(C(=O)NNC(=O)c2ccc(Cl)cc2)c1O
30.6	0.6	OCC(CO)(CO)N=Cc1c(O)ccc2ccccc12
44.7	0.4	CC(C(=O)O/N=C(\N)c1ccccn1)c1ccc([N+](=O)[O-])cc1 (configuration not stated)

Given with two lines to a compound: part of the list above.
The line under a structure holds: OX1R antag, STK33 inh
> COCCn1c(CN2CCN(c3cccc(Cl)c3)CC2)nc2c1c(=O)n(C)c(=O)n2C
  6.0, -0.1
> COc1ccc(C(=O)Nc2ccc(-c3nnn(CC(=O)NCc4ccco4)n3)cc2)cc1
  10.9, 0.4
> CN(C)c1cccc(NC(=O)c2cccc3ccccc23)c1
  -8.5, -0.9

Later entries.
OX1R antag	STK33 inh	Compound
6.5	-0.4	Cc1ccc(C(=O)NCc2ccc(Cl)cc2)cc1S(=O)(=O)N1CCCCC1
1.9	-1.8	Cc1cccc(NC(=O)COC(=O)c2ccc3nc(C)c(C)nc3c2)c1
16.9	-0.6	c1ccc(CCn2nnnc2C(c2cccnc2)N2CCN(c3ccccc3)CC2)cc1 (configuration not stated)
13.0	-1.1	Cc1nnc(NC(=O)CSc2nccn2-c2ccc(F)cc2)s1
47.8	/	CCOc1ccc(NC(=O)CN(C)C(=O)c2cc(-c3ccc(OC)cc3)nc3ccccc23)cc1OCC
38.0	-0.9	CC1(C)Cc2c(cnn2-c2ccccc2)C(NC(=O)c2ccoc2)C1 (configuration not stated)
1.8	-1.2	O=C(c1ccc(S(=O)(=O)N2CCCCCC2)cc1)N1CCN(Cc2ccccc2)CC1
25.3	-2.1	Brc1ccc(-c2nn3c(-c4ccccn4)nnc3s2)o1

Other structures
OX1R antag	STK33 inh	Compound
13.8	-0.8	CC(NC(=O)COC(=O)c1ccccc1SCC(=O)N1CCCC1)c1ccccc1 (configuration not stated)
17.1	0.1	CS(=O)(=O)N(CC(=O)NCCSc1ccc(Cl)cc1)c1ccc2c(c1)OCO2
9.8	-0.5	NC1=NC(c2ccccc2)=NC1(NC(=O)c1ccccc1)C(Cl)Cl (configuration not stated)
-1.7	0.7	CC(C)CNC(=O)C1CCN(CC2CCCCC2)CC1
22.9	0.3	COC(=O)C(Cc1ccc(OC(=O)c2ccc(Cl)cc2)cc1)N1Cc2ccccc2C1=O (configuration not stated)
7.5	-1.1	O=C(CCC(=O)N/N=C/c1ccc(Br)s1)NCc1ccccc1
8.0	-0.9	CC(Oc1ccc(Cl)cc1Cl)C(=O)Nc1ncccn1 (configuration not stated)
15.3	0.2	O=C(CC1C(=O)NCCN1CC1CCCCC1)NCc1cccc(F)c1F (configuration not stated)

Continuation.
OX1R antag	STK33 inh	Compound
25.9	-1.2	CCN(CC)CCCNC(=S)N(Cc1ccco1)Cc1cc2cc3c(cc2[nH]c1=O)OCCO3
8.8	0.8	Cn1nc(C(F)(F)F)c(/C=N/OC(=O)c2ccccc2)c1SCc1ccc(Cl)cc1
20.3	-0.9	Cc1nn(-c2cccc(Cl)c2)c2nc(-c3ccncc3)cc(C(=O)N3CCOCC3)c12
9.3	1.3	CN(C)S(=O)(=O)c1ccc(C(=O)Nc2nnc(SCc3cccc4ccccc34)s2)cc1
15.4	0.2	O=S1(=O)N[C@H](c2ccccc2)C[C@H](c2ccc(C(F)(F)F)cc2)O1
21.2	-0.2	c1ccc(N2CCN(c3nnc(Cc4cccnc4)c4ccccc34)CC2)nc1
6.6	-0.2	COc1cccc(NC(=O)c2cc(=O)c3ccccc3o2)c1
7.7	-2.3	CCCN(CC(=O)Nc1ccccc1C)C(=O)C1CC(=O)N(c2cccc(C)c2C)C1 (configuration not stated)

The listing continues:
OX1R antag	STK33 inh	Compound
20.8	-0.6	CCOC(=O)C1CCN(C(=O)COc2ccc(Br)cc2C)CC1
16.2	-1.1	CC1(C)CC(=O)c2c(O)cc(OCc3ccc(Br)cc3)cc2O1
12.8	-1.2	CCOC(=O)C1CCN(C(=O)c2cc3cc4ccc(OC)cc4nc3o2)CC1
43.5	-0.8	O=C(O)CCSc1ccc([N+](=O)[O-])cc1[N+](=O)[O-]
0.9	-1.4	CS(=O)(=O)c1ccc(Cl)c(NC(=O)CCN2C(=O)C3CC=CCC3C2=O)c1 (configuration not stated)
5.9	-0.4	Cn1c(CSCCOc2ccccc2)n[nH]c1=S
20.1	-0.1	O=C(/C(=C/c1ccc(Cl)cc1)c1nc2ccccc2[nH]1)c1ccccc1
9.8	2.1	COc1ccc(C(=O)/C=C/c2cn(CC(O)CN3CCN(C)CC3)c3ccccc23)cc1OC (configuration not stated)

Remaining list, next part:
OX1R antag	STK33 inh	Compound
30.8	-0.8	COc1ccc(COc2ccccc2C(=O)NCc2ccccc2)cc1F
10.4	-2.2	O=c1cc(-c2ccccc2Cl)c2c([nH]1)CCC2
3.1	-0.6	c1ccc2cc(C3CCCCC3)ncc2c1
12.3	-0.1	Cc1ccc(SCCC(=O)N/N=C/c2cccnc2)cc1
3.2	-1.6	O=C(O)CCCC(=O)Nc1ccccc1Oc1ccccc1
6.5	-0.9	O=C(Cc1ccc(Cl)cc1)NNC(=O)C(=O)NC1CCCCC1
25.8	-0.6	Cc1c(N=C2SC(CC(=O)Nc3ccccc3)C(=O)N2CCN2CCOCC2)c(=O)n(-c2ccccc2)n1C (configuration not stated)
5.5	10.5	Cc1ccc(-n2cc(-c3ccccc3)c3c(NN4CCOCC4)ncnc32)cc1

Later entries.
OX1R antag	STK33 inh	Compound
16.1	0.4	CCN(CC)S(=O)(=O)c1ccc(C(=O)NCCSc2c[nH]c3ccccc23)cc1
3.8	1.2	CCCCN(CCCC)CCNC(=O)CNC(=O)c1cccs1
30.9	-1.3	CCC(=O)Nc1nc2ccc(NC(=O)COc3ccccc3)cc2s1
34.5	-0.3	NC(=O)COC(=O)C12CC3CC(CC(O)(C3)C1)C2
4.3	-3.1	CC1(C)C(=O)CC[C@]2(C)C3C(=O)C=C4[C@H]5C[C@@](C)(C(=O)O)CC[C@]5(C)CC[C@]4(C)[C@]3(C)CC[C@@H]12 (some centres not stated)
-0.1	-0.1	CSCCC(NC(=O)c1ccco1)C(=O)N1CCN(c2ccccc2O)CC1 (configuration not stated)
4.8	1.5	Cn1c(CCc2ccccc2)n[nH]c1=S
13.5	-0.5	Cc1csc(NC(=O)CN2C(=O)COc3ccc(Cl)cc32)n1

In the list so far, these have an aryl thioether with sulfur outside any ring:
OX1R antag	STK33 inh	Compound
2.3	-1.3	Cc1ccc(C#N)c(SCc2cc3c(cc2Cl)OCO3)n1
21.6	0.0	N#CCSc1nc2ccccc2c2nc3ccccc3n12
18.2	0.1	Cc1cc(C)n2c(SCCO)nnc2n1
13.0	-1.1	Cc1nnc(NC(=O)CSc2nccn2-c2ccc(F)cc2)s1
13.8	-0.8	CC(NC(=O)COC(=O)c1ccccc1SCC(=O)N1CCCC1)c1ccccc1 (configuration not stated)
17.1	0.1	CS(=O)(=O)N(CC(=O)NCCSc1ccc(Cl)cc1)c1ccc2c(c1)OCO2
8.8	0.8	Cn1nc(C(F)(F)F)c(/C=N/OC(=O)c2ccccc2)c1SCc1ccc(Cl)cc1
9.3	1.3	CN(C)S(=O)(=O)c1ccc(C(=O)Nc2nnc(SCc3cccc4ccccc34)s2)cc1
43.5	-0.8	O=C(O)CCSc1ccc([N+](=O)[O-])cc1[N+](=O)[O-]
12.3	-0.1	Cc1ccc(SCCC(=O)N/N=C/c2cccnc2)cc1
16.1	0.4	CCN(CC)S(=O)(=O)c1ccc(C(=O)NCCSc2c[nH]c3ccccc23)cc1

Screens deposited in PubChem by several laboratories.
